# tim10-1 inh: growth inhibitors of tim10-1 mutant yeast, primary screen, luminescence, uHTS; S. cerevisiae tim10-1 ts strain growth, BacTiter-Glo, 24 h; inhibition, % at 20 µM; 2.2% of 330,000 active; AID 463190, 2010;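 active = inhibition of at least 40%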;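 note: mutant grown at 25 °C; 0% = DMSO wells with yeast and 100% = wells holding no yeast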
# APJ agonist: agonists of human apelin receptor APJ, primary screen, CHO-K1 cells, PathHunter beta-arrestin, luminescence. 0.11% of 330,000 active. 0% DMSO wells, 100% apelin. activation, % at 20 µM;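 active = activation more than six SD over the plate average, tested at 20 µM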;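 note: 0% = DMSO alone and 100% = apelin-13 at 10 nM; some results filed as inactive read as strong as hits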
#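 Assay system: CHO-K1 APJ beta-arrestin complementation cell line / Compound: single test compound dose, 20 µM final, 1% DMSO / Times: overnight seeding, 90 min compound at 25 °C, 1 h detection / Technique: beta-gal luminescence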
# GRIN3A LBD mod: binders of NR3A ligand-binding domain, primary screen, biophysical, differential scanning fluorimetry, uHTS; NR3A LBD differential scanning fluorimetry, Tm shift; 0% = protein alone, 100% = glycine-bound protein; Tm shift relative to glycine control, % at 25 µM; Glutamate receptor ionotropic, NMDA 3A (GRIN3A) ligand-binding domain; 2.5% of 340,000 active;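 active = melting temperature shift of at least 10% of the positive control shift, at one fixed dose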
# UPR CHOP act: activators of apoptotic CHOP UPR arm, primary screen, cell-based, CHO-CHOP luciferase reporter, luminescence, uHTS; activation, % at 10 µM; UPR activation; percent of tunicamycin response over DMSO baseline; AID 449763, 2010; 0.34% of 330,000 active;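 active = at 10 µM dose, activation of 40% or more, normalized to positive control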;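 note: 100% = tunicamycin at 10 µg/mL and 0% = DMSO alone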
#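 System: CHO-CHOP luciferase reporter cell line; amount: 500 cells/well; buffer or medium: F12 medium containing 10% fetal bovine serum; incubation: 6 h compound exposure at 37 °C after overnight seeding; measured by: luciferase luminescence after 10 min with Steady-Glo reagent; evaluation: % reporter activation, DMSO baseline versus tunicamycin full activation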
# UPR XBP1 act: activators of adaptive XBP1 UPR arm, primary screen, cell-based, CHO-XBP1 luciferase reporter, luminescence, uHTS. AID 463104, 2010. 0.33% of 330,000 active. IRE1-XBP1 UPR activation; percent of tunicamycin response, DMSO as zero. activation, % at 20 µM;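 active = versus positive control, 20 µM dose yields 30% or more activation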;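 note: 100% = tunicamycin at 10 µg/mL and 0% = DMSO only wells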
#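 Signal: luciferase luminescence; Assay system: CHO-XBP1 luciferase reporter cells; Amount: one thousand reporter cells per well; Dosing: 20 µM single concentration, DMSO 1%; Benchmarks: high control tunicamycin 10 µg/mL final, low control DMSO vehicle only; Schedule: 6 h compound exposure at 37 °C, 5% CO2; Evaluation: percent activation relative to tunicamycin reference.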
# tim23-1 inh: growth inhibitors of tim23-1 mutant yeast, primary screen, luminescence, uHTS; S. cerevisiae tim23-1 growth, BacTiter-Glo luminescence, 24 h; inhibition, % at 20 µM; 1.3% of 330,000 active; AID 463212, 2010;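 active = growth inhibition of the mutant yeast at or above 50%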;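 note: temperature-sensitive mutant grown at 25 °C; plate controls were DMSO-treated mutant yeast for no effect and medium wells lacking yeast for full effect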
# TIM10 inh: growth inhibitors of isogenic TIM10 control yeast, primary screen, counter-screen for tim10-1 yeast inhibitor project, luminescence, uHTS; S. cerevisiae TIM10 strain growth, BacTiter-Glo luminescence, 24 h; inhibition, % at 10 µM; 1.4% of 330,000 active;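 active = inhibition of 40% or more at the single tested concentration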;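 note: wild-type TIM10 isogenic control strain grown at permissive 25 °C; 0% = DMSO yeast wells and 100% = minimal medium wells without yeast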
# NLRP3 yeast inh: NALP3 inflammasome inhibitors in reconstituted yeast, primary screen, luminescence, uHTS | Yeast reconstituted NLRP3/ASC/caspase-1, beta-gal luminescence, 24 h | inhibition, % at 10 µM | 0.39% of 330,000 active | AID 2825, 2010;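 active = inhibition of 50% or more; inactive = inhibition below 50%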;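 note: plate controls were induced DMSO wells for no effect and uninduced yeast grown without galactose for full effect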
# Mdm2 MdmX PPI: inhibitors of human Mdm2-MdmX association, primary screen, cell-based, luminescence, split luciferase, SaOS-2, uHTS. 3% of 330,000 active. AID 485346, 2010. SaOS-2 split-luciferase Mdm2/MdmX complementation. inhibition, % at 8 µM. Protein Mdm4 (Homo sapiens) + E3 ubiquitin-protein ligase Mdm2 (Homo sapiens), …;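 active = inhibition of at least 50% at 8 µM in the primary screen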
# Target sequence (O15151 whole entry, looked up): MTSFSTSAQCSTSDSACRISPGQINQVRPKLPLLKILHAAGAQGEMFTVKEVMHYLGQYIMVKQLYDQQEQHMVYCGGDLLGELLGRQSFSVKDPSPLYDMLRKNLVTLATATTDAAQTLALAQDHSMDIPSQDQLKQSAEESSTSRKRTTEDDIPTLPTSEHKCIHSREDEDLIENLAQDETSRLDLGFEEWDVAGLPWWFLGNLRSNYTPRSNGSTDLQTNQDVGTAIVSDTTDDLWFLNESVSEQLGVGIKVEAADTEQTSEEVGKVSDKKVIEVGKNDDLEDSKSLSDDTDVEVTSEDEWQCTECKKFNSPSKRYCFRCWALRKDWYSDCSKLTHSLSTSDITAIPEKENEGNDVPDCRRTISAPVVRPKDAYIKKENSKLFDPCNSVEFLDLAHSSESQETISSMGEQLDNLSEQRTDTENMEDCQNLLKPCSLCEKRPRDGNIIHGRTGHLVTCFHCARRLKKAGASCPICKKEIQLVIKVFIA
# Target sequence (Q00987 whole entry, looked up): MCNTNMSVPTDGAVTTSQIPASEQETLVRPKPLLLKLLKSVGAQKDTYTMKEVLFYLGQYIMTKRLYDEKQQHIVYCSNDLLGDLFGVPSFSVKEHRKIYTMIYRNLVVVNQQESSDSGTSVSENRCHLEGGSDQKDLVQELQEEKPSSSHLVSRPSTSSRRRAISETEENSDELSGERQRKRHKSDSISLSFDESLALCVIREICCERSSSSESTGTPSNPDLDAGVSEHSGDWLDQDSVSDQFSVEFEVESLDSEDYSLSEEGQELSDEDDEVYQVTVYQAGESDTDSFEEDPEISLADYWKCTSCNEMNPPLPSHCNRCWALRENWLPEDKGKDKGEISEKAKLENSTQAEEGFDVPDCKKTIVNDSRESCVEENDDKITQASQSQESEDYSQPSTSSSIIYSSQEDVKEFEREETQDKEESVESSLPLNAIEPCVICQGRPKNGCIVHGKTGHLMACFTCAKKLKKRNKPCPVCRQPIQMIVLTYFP
# * hit, by the source's call; . = no result given.
SMILES,tim10-1 inh,APJ agonist,GRIN3A LBD mod,UPR CHOP act,UPR XBP1 act,tim23-1 inh,TIM10 inh,NLRP3 yeast inh,Mdm2 MdmX PPI
C/C=C/C(=O)Nc1cccc(C2=NOC3(C2)C[C@H](C(N)=O)N(C(=O)/C=C/C)C3)c1 (stereo partly specified),-3,13,-1,-0.4,0,9,8,0,3
CC(C)NC(=O)COc1ccc(S(=O)(=O)N(C)Cc2ccccc2)cc1,11,2,-1,-0.9,-1,10,-5,-7,13
NS(=O)(=O)c1ccc(CNC(=O)CCS(=O)(=O)Cc2ccccc2)cc1,10,0,2,1.7,0,-5,3,12,-3
CN(C)S(=O)(=O)c1ccc(S(=O)(=O)N2CCCC(C(=O)NC3CC3)C2)cc1 (stereo unspecified),9,1,-1,-0.2,0,1,2,15,4
CCn1c(C)cc(/C=C2/NC(=O)N(c3ccccc3)C2=O)c1C,20,2,-2,7.5,5,2,7,-5,-23
CC(=O)Nc1ccc(/C(C)=N/Nc2nc(Nc3cccc4ccccc34)nc(N3CCOCC3)n2)cc1,25,-2,-5,2.9,0,41,23,12,54*
O=c1cc(-c2ccccc2Cl)oc2c(NS(=O)(=O)c3cccc4nsnc34)ccc(O)c12,22,-2,2,1.1,-2,25,15,8,-2
CC(C)NC(=O)c1cc(-n2cnnc2)ccc1Cl,10,-4,11*,-1.4,0,-7,-13,5,27
CC(=O)c1ccc(NC2OC(CO)C(O)C(O)C2O)cc1 (stereo unspecified),0,4,2,2.5,0,12,-10,12,-11
CC(=O)N1CCN(S(=O)(=O)c2cccc(C(=O)Nc3ccc(OC(F)F)cc3)c2)CC1,14,-1,3,0.0,-2,8,-4,-7,17
COc1ccc(CN2CC(C(=O)NCCN3CCOCC3)CC2=O)cc1 (stereo unspecified),-7,0,4,-0.7,-6,2,2,-7,-1
COC(=O)c1ccc(NC(=O)CCCN2C(=O)NC(C)(C)C2=O)cc1,-8,1,-2,0.7,-1,13,5,16,-16
O=C(N/N=C1/CCc2ccccc21)C1CC1,16,3,0,3.5,1,12,3,-7,-17
S=C1NC[C@H](CC2CCCCC2)N1CCc1cccc2ccccc12,31,-8,-8,0.1,-2,26,24,27,1
O=C(CNC(=O)c1cccs1)NCC(=O)OCc1c(F)cccc1Cl,-3,-1,-1,1.5,-1,-5,-21,5,13
CCC1C(=O)NCCN1C(=O)c1ccc2nc(Cc3cccc(Cl)c3)oc2c1 (stereo unspecified),-13,-2,4,1.3,-6,-7,5,7,23
CCOc1cc(C(=O)OCc2cccc(OC)c2OC)ccc1OCC(=O)N1CCOCC1,32,-6,-2,0.3,-3,13,-6,-4,6
COc1ccc(NC(=O)c2cc(-c3ccccn3)nc3c(C)cc(C)cc23)c(C)c1,-5,5,1,1.7,9,9,-1,13,77*
Cc1ccc(NC(=S)N(Cc2cccs2)Cc2cc3cc(C)ccc3[nH]c2=O)cc1,15,-1,1,-0.8,-1,8,16,5,42
O=C(N/N=C/c1cc(Br)cc([N+](=O)[O-])c1O)c1ccc(NC(=O)c2ccc(F)cc2)cc1,3,-9,18*,0.5,-1,7,-2,23,56*
CCn1c(CNC(=O)c2cc(OC)c(OC)c(OC)c2)cc2ccccc21,-7,3,-4,0.2,-4,18,-7,8,-4
CC(=O)c1c(C)n(CC(=O)NCc2ccc3c(c2)OCO3)c2ccccc12,8,-5,0,-1.6,-3,8,1,2,15
COc1ccc(CNS(=O)(=O)c2ccc(-c3ccc(=O)[nH]n3)s2)cc1OC,-1,2,-1,-2.1,-6,2,7,3,28
CSc1ccc(-c2nc(CSCC(=O)NCCCN3CCCC3=O)c(C)o2)cc1,17,11,1,-1.0,-1,11,22,-3,2
C=CCOc1cccc(C2C(C(=O)c3ccco3)=C(O)C(=O)N2CCN(CC)CC)c1 (stereo unspecified),4,4,5,0.0,1,-4,8,7,-4

# Another view of some results above:
molecule	tim10-1 inh	APJ agonist	GRIN3A LBD mod	UPR CHOP act	UPR XBP1 act	tim23-1 inh	TIM10 inh	NLRP3 yeast inh	Mdm2 MdmX PPI
CC(C)NC(=O)COc1ccc(S(=O)(=O)N(C)Cc2ccccc2)cc1	11	2	-1	-0.9	-1	10	-5	-7	13
NS(=O)(=O)c1ccc(CNC(=O)CCS(=O)(=O)Cc2ccccc2)cc1	10	0	2	1.7	0	-5	3	12	-3
CN(C)S(=O)(=O)c1ccc(S(=O)(=O)N2CCCC(C(=O)NC3CC3)C2)cc1 (stereo unspecified)	9	1	-1	-0.2	0	1	2	15	4
CCn1c(C)cc(/C=C2/NC(=O)N(c3ccccc3)C2=O)c1C	20	2	-2	7.5	5	2	7	-5	-23
CC(=O)Nc1ccc(/C(C)=N/Nc2nc(Nc3cccc4ccccc34)nc(N3CCOCC3)n2)cc1	25	-2	-5	2.9	0	41	23	12	54*

# (listing goes on)
SMILES,tim10-1 inh,APJ agonist,GRIN3A LBD mod,UPR CHOP act,UPR XBP1 act,tim23-1 inh,TIM10 inh,NLRP3 yeast inh,Mdm2 MdmX PPI
O=C(C1CCOCC1)N1CCC(CO)(CCc2ccccc2)CC1,11,2,-1,0.1,-3,17,-6,8,-3
CC(C)[C@H](NC(=O)c1cccc(S(=O)(=O)N2CCOCC2)c1)C(=O)Nc1nc2ccccc2s1,9,4,-18,7.7,0,6,5,16,-26
CC(=O)NC(C)(CC(=O)c1ccccc1)c1ccccc1 (stereo unspecified),-7,-3,-1,-0.1,-1,-12,7,16,11
COc1ccc(S(=O)(=O)NCC2CCCN(Cc3ccc(OC)cc3F)C2)cc1 (stereo unspecified),-1,-6,0,-0.9,-2,-6,3,4,4
CC(C)[C@H](NC(=O)OC(C)(C)C)C(=O)N/N=C/c1ccc2nccnc2c1,-1,1,-3,1.2,4,13,5,2,-2
CCOC(=O)/C=c1\s/c(=C\c2c(OCC)ccc3ccccc23)c(=O)n1CC(=O)NCC1CCCO1 (stereo unspecified),26,-1,-2,-2.6,-1,7,3,13,29
Cc1cc(C)cc(OCC(O)CN2CCN(C(=O)c3ccco3)CC2)c1 (stereo unspecified),16,-3,1,0.4,-3,4,-19,11,1
CCNC(=O)/C(C#N)=C/c1c(N2CC(C)OC(C)C2)nc2ccccn2c1=O (stereo unspecified),5,2,-1,0.5,-1,17,5,16,-46
CCOC(=O)C1(CCc2ccccc2)CCN(Cc2ccn[nH]2)CC1,-2,-4,0,-0.5,-2,18,12,15,7
C#Cc1ccc([C@@H]2C=C(C(=O)O)O[C@H](OCC)[C@H]2CCCO)cc1,4,-6,2,1.5,0,10,5,3,13
CCCn1c2ccccc2c2cc(C(=O)O)ccc21,13,-5,-3,-2.3,2,17,-2,-27,-3
CC(=O)NC1=NN(C(C)=O)C2(CCCC2)S1,-2,-2,1,-1.8,2,27,6,6,-7
N#CCSc1nnc(-c2ccccc2O)n1Cc1ccccc1,13,-3,0,1.2,0,22,13,2,1
COc1ccc(OCCN(C)CC(=O)Nc2ccccc2SC)cc1,-6,-2,-1,0.6,5,14,-23,28,-11
Cc1ccc(C)n1-n1cnc2sc3c(c2c1=O)CCCCC3,25,4,-1,-1.1,-2,35,26,2,-1
O=C(O)CN1C(=O)c2ccc(Oc3ccc([N+](=O)[O-])cc3)cc2C1=O,16,0,0,2.8,-1,15,1,18,23
CCCC(c1nnnn1C(C)(C)C)N1CCN(C(=O)c2ccco2)CC1 (stereo unspecified),-9,-1,-1,-1.6,-2,9,-1,14,-30
NS(=O)(=O)c1ccc(NC(=O)CCC(=O)c2ccc(Cl)s2)cc1,-5,-4,2,1.1,4,-10,-4,7,17
COc1ccccc1N1CCN(C(=O)CSc2nc(-c3ccco3)cc(C(F)(F)F)n2)CC1,11,-1,-25,0.7,-1,35,32,9,-5
CCCCSc1nc2c(cnn2-c2ccccc2)c(=O)n1N,17,-3,-3,6.7,0,16,-6,33,-141
COc1ccccc1NC(=O)CN1C(=O)COc2ccc(S(=O)(=O)N3CCOCC3)cc21,-9,-1,-1,0.8,-4,4,3,5,17
O=C(Cc1ccc(Br)cc1)Nc1ccccc1Sc1ccccc1,14,-1,19*,-1.6,0,8,-23,17,25
Cn1c(SCC(=O)c2cc(Cl)c(Cl)s2)nnc1-c1ccco1,29,-4,-1,1.4,-4,15,13,-7,-43
CCN(C[C@H]1N[C@@](C)(C(=O)OC)[C@H]2C(=O)N(C)C(=O)[C@@H]12)S(=O)(=O)c1ccc(OC)cc1,-7,-4,-1,0.7,-3,-3,5,11,10
CC(CCc1ccco1)NC(=O)c1cc2c(-c3ccccc3F)nn(C)c2s1 (stereo unspecified),22,-2,-10,-1.6,-3,20,4,5,16
SMILES,tim10-1 inh,APJ agonist,GRIN3A LBD mod,UPR CHOP act,UPR XBP1 act,tim23-1 inh,TIM10 inh,NLRP3 yeast inh,Mdm2 MdmX PPI
N/C(=N\OC(=O)c1ccc2c(c1)OCO2)c1cccc(Br)c1,68*,8,3,2.8,-3,78*,92*,15,10
Cc1ccccc1Cn1c(=O)n(CCC(=O)NCc2ccc3c(c2)OCO3)c(=O)c2ccccc21,7,8,-1,0.9,-2,-10,6,6,34
O=C(COC(=O)c1ccco1)NCc1ccc2c(c1)OCO2,18,-3,-3,2.6,-1,8,8,4,-3
O=C(NNc1cc(N2CCCC2)nc(N2CCCC2)n1)c1ccc([N+](=O)[O-])cc1,15,2,-1,3.7,-4,21,9,26,18
COc1cc(C(=O)NC(=S)Nc2cccc3nc(C)ccc23)cc(OC)c1OC,4,-1,1,4.0,5,-20,1,11,48
CCOC(=O)C1CCN(c2c(NC3CCCCCCC3)c(=O)c2=O)CC1,19,-5,-1,0.3,4,24,-4,29,10
CC(NC(=O)CSc1nnnn1C1CC1)c1ccccc1Br (stereo unspecified),-10,-4,-3,2.8,0,-3,-12,16,-14
Cc1ccc(NC(=O)Cn2cnc(C(=O)Nc3ccc(C)c(C)c3)n2)cc1C,9,.,4,2.3,5,31,-6,.,40
COc1cccc(-c2csc(N3CCN(CC(=O)NNC(=O)c4ccc(Cl)cc4)CC3)n2)c1,-17,-2,.,4.6,1,-14,-24,10,3
Cc1noc(C)c1CSc1nnnn1-c1ccc(Cl)cc1,20,-2,-7,-3.5,-1,17,14,-4,30
CCOC(=O)c1cn(Cc2ccc(C)cc2)c2cc(F)ccc2c1=O,15,1,1,1.6,1,31,23,18,9
CCC(C)(C(=O)NC1CCCC1)N(C(=O)CNC(=O)c1ccccc1)c1c(C)n(C)n(-c2ccccc2)c1=O (stereo unspecified),2,0,-1,1.1,1,13,7,21,1
NS(=O)(=O)c1ccc(N2C(=O)C3C4CC(C(Br)C4Br)C3C2=O)cc1 (stereo unspecified),-7,3,0,2.9,-3,12,-17,8,-13

# Compound activity (PubChem)
